SMARCA2 activ: activators of SMARCA2 function; MG213 cells, MMTV-luciferase reporter, dexamethasone, overnight; activation, % at 9.1 µM; actives 1% (n = 370,000); in the data active means activation above about 7.8%;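 further: 0% = vehicle wells and 100% = reference activator wells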
PLC-gamma1 inh: blocks human PLC-gamma1 enzyme activity | P19174 | actives 0.84% (n = 370,000) | purified PLC-gamma1, fluorogenic substrate, fluorescence | inhibition, % at 12.2 µM; in the data active means inhibition above about 9.5%
PLC-beta3 inh: inhibitors of human phospholipase C beta3 | inhibition, % at 12.2 µM | actives 0.18% (n = 370,000) | AID 720704 | Purified PLC-beta3, fluorogenic substrate, fluorescence | Q01970; in the data active means inhibition above about 11%;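 further: 0% = median of compound wells on plate and 100% = full blocker control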
Target sequence (Q01970 whole entry, looked up): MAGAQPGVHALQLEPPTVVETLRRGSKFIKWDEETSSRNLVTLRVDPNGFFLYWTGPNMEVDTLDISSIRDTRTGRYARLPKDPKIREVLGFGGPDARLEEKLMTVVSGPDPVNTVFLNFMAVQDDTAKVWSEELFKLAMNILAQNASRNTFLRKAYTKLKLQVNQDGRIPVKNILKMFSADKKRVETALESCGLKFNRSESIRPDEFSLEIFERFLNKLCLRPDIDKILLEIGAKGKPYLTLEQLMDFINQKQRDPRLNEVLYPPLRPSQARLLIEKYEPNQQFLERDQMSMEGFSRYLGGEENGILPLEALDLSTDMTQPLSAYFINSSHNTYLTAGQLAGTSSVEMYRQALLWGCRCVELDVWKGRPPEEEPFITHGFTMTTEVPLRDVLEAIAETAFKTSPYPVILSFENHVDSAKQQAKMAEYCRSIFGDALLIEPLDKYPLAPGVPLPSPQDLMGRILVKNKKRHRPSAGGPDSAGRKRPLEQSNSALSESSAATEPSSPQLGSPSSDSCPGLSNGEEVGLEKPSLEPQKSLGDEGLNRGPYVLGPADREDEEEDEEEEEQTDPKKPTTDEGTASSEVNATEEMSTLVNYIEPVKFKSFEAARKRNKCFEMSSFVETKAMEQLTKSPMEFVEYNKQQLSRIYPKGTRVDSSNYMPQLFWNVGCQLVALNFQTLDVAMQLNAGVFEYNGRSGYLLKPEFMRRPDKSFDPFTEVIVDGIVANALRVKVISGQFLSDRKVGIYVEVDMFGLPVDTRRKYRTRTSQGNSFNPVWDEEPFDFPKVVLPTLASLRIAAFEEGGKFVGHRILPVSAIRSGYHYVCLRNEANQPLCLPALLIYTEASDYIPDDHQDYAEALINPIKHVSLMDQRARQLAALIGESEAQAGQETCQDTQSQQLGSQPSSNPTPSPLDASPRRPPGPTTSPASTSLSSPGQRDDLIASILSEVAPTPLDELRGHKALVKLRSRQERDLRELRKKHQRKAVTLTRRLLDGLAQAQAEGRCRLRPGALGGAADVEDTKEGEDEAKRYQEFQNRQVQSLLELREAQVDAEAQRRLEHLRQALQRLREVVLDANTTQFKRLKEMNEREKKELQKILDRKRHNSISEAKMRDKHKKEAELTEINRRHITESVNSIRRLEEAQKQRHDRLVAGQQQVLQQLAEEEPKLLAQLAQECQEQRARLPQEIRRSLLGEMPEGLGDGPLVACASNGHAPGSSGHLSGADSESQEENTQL
hgDAF12 agonist: activates the H. glycines DAF-12 receptor ligand-binding domain. HEK293 GAL4-hgDAF12 UAS-luciferase reporter, agonist luminescence; normalized to butyrate control. activation, % at 6.8 µM. actives 1.8% (n = 370,000);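 active means activation above a cutoff set at the mean of all screened compounds plus 3 SD, cut at about 10% in these data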;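 further: 0% = DMSO wells and 100% = sodium butyrate wells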
ssDAF12 agonist: S. stercoralis DAF-12 activation, primary screen. HEK293 ssDAF-12/GRIP1 lit1-tk-luc reporter, luminescence; % of 3 µM dafachronic acid response. activation, % at 6.8 µM. actives 1% (n = 370,000). AID 652126;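 active means activation above the mean over all tested compounds plus 3 SD, cut at about 0.9% in these data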;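 further: 0% = DMSO-only wells and 100% = 3 µM delta7-dafachronic acid wells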
NR1D1 modulator: modulators of human Rev-erb alpha DNA binding. P20393. Rev-erbα–FITC-DNA binding, fluorescence polarization, 90 min. activity, % at 10 µM. actives 0.79% (n = 370,000). AID 1259318;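 active means activity above about 14%, limit read from the data; passing the limit was not always enough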;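 further: 0% = DMSO wells with 35 nM protein and 100% = DMSO wells with 750 nM protein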
DAX1 inh-1: blocks DAX1 repression of SF-1 activated StAR promoter; HEK293T StAR-luciferase reporter, SF-1/DAX-1 repression relief; inhibition, % at 6.8 µM; actives 1.1% (n = 370,000); AID 652010;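 active means inhibition above the mean over all tested compounds plus 3 SD, cut at about 3.6% in these data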;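 further: 0% = DAX-1 cells with DMSO and 100% = cells lacking DAX-1 with DMSO; higher inhibition means more luminescence from relief of DAX-1 repression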
hcDAF12 agonist: activators of H. contortus DAF-12 nuclear receptor; HEK293 hcDAF-12 lit1-tk-luc reporter, luminescence; 0% DMSO, 100% Δ7-dafachronic acid; activation, % at 6.8 µM; actives 1.4% (n = 370,000);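 active means activation above the mean of all tested compounds plus 3 SD, cut at about 5.5% in these data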;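 further: 100% = response to 3 µM Δ7-dafachronic acid high control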
MBD2 DNA inh: inhibitors of human MBD2 binding to methylated oligonucleotide; actives 0.31% (n = 370,000); AID 686964; Q9UBB5; inhibition, % at 4.4 µM; TR-FRET; in the data active means inhibition above about 13%
DAX1 inh-2: NR0B1 (DAX1) inhibition; actives 0.99% (n = 340,000); P51843; inhibition, % at 6.75 µM; HEK293 Gal4-DAX1 luciferase reporter, luminescence; AID 504766;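 active means inhibition above the mean over all tested compounds plus 3 SD, cut at about 4.2% in these data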;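 further: 0% = DAX1-transfected cells with DMSO and 100% = empty-vector control cells with DMSO; inhibition shows as a rise in luminescence from relieved DAX1 repression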
ADAM17 inh: inhibits human ADAM17 | recombinant ADAM17, EDANS/DABCYL FRET peptide cleavage | actives 0.83% (n = 370,000) | inhibition, % at 6.95 µM | P78536 | AID 720648;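 active means inhibition above the mean of compounds lying between control limits plus 3 SD, set per campaign, cut at about 8.5% in these data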;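 further: 0% = DMSO-only wells as the low control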
An asterisk follows results filed as active; nt = not tested or not shown.

SMILES	SMARCA2 activ	PLC-gamma1 inh	PLC-beta3 inh	hgDAF12 agonist	ssDAF12 agonist	NR1D1 modulator	DAX1 inh-1	hcDAF12 agonist	MBD2 DNA inh	DAX1 inh-2	ADAM17 inh
NNC(=O)CSc1nnc(-c2ccccc2)n1-c1ccccc1	0	-11	-19	-1.6	-0.9	0	-0.4	-1.3	-7	0.1	1
O=C(NNc1ccccc1[N+](=O)[O-])Nc1ccc(Cl)c(Cl)c1	-1	6	4	2.3	-1.0	0	0.2	2.3	0	-0.3	3
COC(=O)c1ccc2[nH]c3cccc(/C(=C/c4ccccc4)c4ccccc4)c3c2c1	1	0	-8	1.8	-0.8	0	0.1	-1.2	3	0.9	-7
COCCCNC(=O)CSc1ccsc1[N+](=O)[O-]	1	0	-1	1.4	-1.5	8	0.1	1.6	-1	-0.5	0
COc1ccc(C(=O)Nc2nnc(Cc3ccc(OC)c(OC)c3)s2)cc1	-4	-1	-7	-2.0	-0.6	3	-0.1	-1.1	4	1.6	-2
O=C(OCC(=O)C12CC3CC(CC(C3)C1)C2)c1ccc(O)cc1O	1	10*	3	3.9	-1.2	-6	1.0	-0.6	-6	-0.6	3
COc1ccc(N2C(=O)c3ccccc3NC23CCCCC3)cc1	5	-17	-16	12*	0.3	5	4.5*	2.8	-2	0.7	-19
Cc1ccc(S(=O)(=O)Nc2ccccc2-c2ccccc2)cc1	-1	1	0	1.2	-1.0	1	-1.8	-0.1	-3	-2.0	1
N#Cc1c(N)nc2c(c1-c1ccncc1)CCCCC2	0	-25	-38	-2.4	-1.3	-3	-0.7	0.0	1	0.1	-19
N#Cc1c(NC(=O)C(=O)NCCCN2CCOCC2)sc2c1CCCC2	-1	-3	-10	1.1	-0.8	0	0.2	-1.5	1	1.1	1
COc1cccc(/C=C/C(=O)OCC(=O)NCC2CCCO2)c1OC (stereo unspecified)	0	-23	-25	2.7	-1.5	7	0.0	-0.6	-1	1.0	-1
CN1c2cccc3cccc(c23)N(C)C1c1cccs1	-1	-21	-27	-0.2	-0.6	-2	-0.4	0.5	-2	1.4	-5
CCn1c(CN2CCCCC2)nc2cc(S(=O)(=O)N3CCCCC3)ccc21	0	-4	-4	-1.7	0.1	-7	-1.5	-1.9	0	-0.7	0
C/C(=N\NC(=O)Cc1ccccc1)c1ccc(Br)s1	3	-2	-3	0.8	-0.9	1	0.1	-0.9	-5	0.0	-5
Cc1cccc(NC(=S)N2CCOCC2)c1C	2	0	2	0.0	-0.9	-1	0.1	-0.1	-5	0.1	-3

Fetched one by one from above (2):
SMILES	SMARCA2 activ	PLC-gamma1 inh	PLC-beta3 inh	hgDAF12 agonist	ssDAF12 agonist	NR1D1 modulator	DAX1 inh-1	hcDAF12 agonist	MBD2 DNA inh	DAX1 inh-2	ADAM17 inh
CCn1c(CN2CCCCC2)nc2cc(S(=O)(=O)N3CCCCC3)ccc21	0	-4	-4	-1.7	0.1	-7	-1.5	-1.9	0	-0.7	0
CN1c2cccc3cccc(c23)N(C)C1c1cccs1	-1	-21	-27	-0.2	-0.6	-2	-0.4	0.5	-2	1.4	-5

The listing picks up; the five compounds before the break are reprinted first.
SMILES	SMARCA2 activ	PLC-gamma1 inh	PLC-beta3 inh	hgDAF12 agonist	ssDAF12 agonist	NR1D1 modulator	DAX1 inh-1	hcDAF12 agonist	MBD2 DNA inh	DAX1 inh-2	ADAM17 inh
COc1cccc(/C=C/C(=O)OCC(=O)NCC2CCCO2)c1OC (stereo unspecified)	0	-23	-25	2.7	-1.5	7	0.0	-0.6	-1	1.0	-1
CN1c2cccc3cccc(c23)N(C)C1c1cccs1	-1	-21	-27	-0.2	-0.6	-2	-0.4	0.5	-2	1.4	-5
CCn1c(CN2CCCCC2)nc2cc(S(=O)(=O)N3CCCCC3)ccc21	0	-4	-4	-1.7	0.1	-7	-1.5	-1.9	0	-0.7	0
C/C(=N\NC(=O)Cc1ccccc1)c1ccc(Br)s1	3	-2	-3	0.8	-0.9	1	0.1	-0.9	-5	0.0	-5
Cc1cccc(NC(=S)N2CCOCC2)c1C	2	0	2	0.0	-0.9	-1	0.1	-0.1	-5	0.1	-3
CC1(c2cccc(Br)c2)NC(=O)NC1=O (stereo unspecified)	4	2	-4	0.8	-1.2	2	-0.3	1.0	-1	0.2	0
CCOC(=O)C1=CN(Cc2cccc(F)c2)S(=O)(=O)N(C)C1c1ccc(C(F)(F)F)cc1 (stereo unspecified)	-4	2	1	-4.8	-1.5	7	-2.1	-3.5	4	-0.6	1
O=C1CSc2ccc(C(=O)N3CCCC(C(=O)N4CCCCC4)C3)cc2N1 (stereo unspecified)	-2	-1	-1	4.0	-0.2	6	-0.8	-0.3	8	nt	-2
CCOC(=O)c1ccc(N2CCOCC2)c(NC(=O)COCC(=O)O)c1	7	8	-5	1.3	-1.6	-2	-0.2	-1.9	1	3.7	-1
Cc1cc(C(=O)CSc2nc(N)cc(N)n2)c(C)n1CCc1ccc(F)cc1	-5	-3	-1	-3.3	-1.5	0	-2.6	-1.9	-4	-1.7	-3
CCOc1ncccc1C(=O)OCC(=O)c1c(N)n(C)c(=O)n(C)c1=O	-2	8	11*	0.6	-0.9	-6	0.6	0.7	-5	1.1	3
CCOC(=O)c1ccc(NC(=S)N2CCSC2c2ccc(Cl)cc2)cc1 (stereo unspecified)	0	0	2	-0.1	-1.9	3	1.5	-0.6	2	0.1	0
CC1Oc2ccccc2N(CC(=O)NCc2cccs2)C1=O (stereo unspecified)	4	3	6	4.2	-1.1	-6	-0.7	-0.1	2	-0.9	0
Cc1ccc(C)c(N2C(=O)c3cc(N4CCOCC4)c([N+](=O)[O-])cc3C2=O)c1	-1	1	4	-1.6	-1.8	4	0.8	0.6	-6	-0.3	-1
Cn1c(SCC(=O)Nc2ccc(C(=O)O)cc2)nnc1-c1ccccn1	-7	2	-2	-0.1	-1.4	-3	0.9	-1.2	5	nt	-3
Cn1ccnc1SCc1cn2cc(Br)ccc2n1	1	-3	-9	8.3	1.2*	2	1.4	2.9	-6	-0.3	7
CCc1cc2c(=O)c(-c3cscn3)coc2cc1O	6	-234	-268	11*	1.0*	1	1.3	5.7*	2	0.0	-52
COc1ccc(C2=CC(=O)C[C@H](COCc3ccccc3)N(C(=O)OC(C)(C)C)O2)cc1	-1	-3	-1	0.2	-0.6	-5	-0.9	-1.4	-10	-1.7	2
Cc1sc2c(c1C)c(=O)n(-c1ccccc1)c(=O)n2CC(=O)NCC1CCCO1 (stereo unspecified)	-1	2	-12	1.4	-1.0	0	-0.1	-0.1	1	0.7	-6
COc1ccc(OC)c(S(=O)(=O)N2CCCCC2C(=O)N2CCN(c3ccc(F)cc3)CC2)c1 (stereo unspecified)	-3	3	3	-3.2	-1.9	-5	-1.7	-3.3	-2	nt	0

Results in PLC-beta3 inh (four entries from above):
Structure | PLC-beta3 inh
Cc1ccc(S(=O)(=O)Nc2ccccc2-c2ccccc2)cc1 | 0
N#Cc1c(N)nc2c(c1-c1ccncc1)CCCCC2 | -38
N#Cc1c(NC(=O)C(=O)NCCCN2CCOCC2)sc2c1CCCC2 | -10
COc1cccc(/C=C/C(=O)OCC(=O)NCC2CCCO2)c1OC (stereo unspecified) | -25

Remaining list, next part.
SMILES	SMARCA2 activ	PLC-gamma1 inh	PLC-beta3 inh	hgDAF12 agonist	ssDAF12 agonist	NR1D1 modulator	DAX1 inh-1	hcDAF12 agonist	MBD2 DNA inh	DAX1 inh-2	ADAM17 inh
C[C@H]1CN(C(=O)OC(C)(C)C)CCN1c1ccc(N2CCS(=O)(=O)CC2)c(C#N)c1	-4	-34	-49	-1.1	-1.4	-4	-0.4	-1.9	-3	nt	-9
O=C(NC(Nc1nc2ccc([N+](=O)[O-])cc2s1)(C(F)(F)F)C(F)(F)F)c1cccnc1	-11	1	2	-13	-1.9	3	-3.5	-6.3	-7	-5.5	9
CN(C)C(=O)c1nc2ccc(Cl)cn2c1CNCc1ccccc1OC(F)(F)F	1	-3	-3	1.2	0.1	1	-0.3	0.2	2	1.5	-3
COc1cccc(C2=CC(c3ccc(OC)c(OC)c3)NC(=S)N2)c1 (stereo unspecified)	-6	-25	-43	-1.7	-2.9	1	-0.2	-1.8	6	nt	-9
CC(C)C[C@H]1C(=O)N2CCC[C@H]2[C@]2(O)O[C@](NC(=O)C3C=C4c5cccc6[nH]c(Br)c(c56)C[C@H]4N(C)C3)(C(C)C)C(=O)N12 (stereo partly specified)	-1	-67	-83	-2.6	-2.4	0	-3.1	-2.5	-6	-1.6	-15
COCCN(C(=O)Cc1coc2cc(C)c(C)cc12)c1c(N)n(Cc2ccccc2)c(=O)[nH]c1=O	-1	0	-6	1.9	-1.1	5	0.8	-1.5	-1	-0.1	-2
CC1CCCC(C)N1C(=O)COC(=O)c1ccc2c(c1)OCO2 (stereo unspecified)	4	2	2	4.0	-0.8	-5	0.3	0.9	2	-0.8	-4
N=c1n(CC(=O)c2ccc(Br)cc2)c2ccccc2n1Cc1ccccc1	0	-8	-8	-1.9	-0.9	1	-0.8	-1.6	4	-0.3	-5
COc1ccccc1C(=O)COC(=O)C(NC(=O)Cc1ccccc1)C(C)C (stereo unspecified)	3	-6	-11	0.6	-0.7	-2	1.0	-0.6	-5	-0.1	-3
COc1ccc(NC(=S)N2CCN(C(=O)c3ccco3)CC2)cc1OC	-2	-3	-5	-2.2	-0.5	-7	0.3	0.6	2	1.0	-1
Cc1nonc1C1CCCN1Cc1cn[nH]c1-c1ccc(-c2ccccc2)cc1 (stereo unspecified)	-4	5	-5	3.1	-0.5	3	0.9	0.9	5	-0.5	17*
O=C(CCCn1c(SCc2ccccc2F)nc2ccccc2c1=O)NCC1CCCO1 (stereo unspecified)	0	1	-5	1.5	-1.3	-2	0.0	1.2	1	-0.3	-4
CC(=O)NC(c1ccc(N(C)C)cc1)c1cc(Cl)c2cccnc2c1O (stereo unspecified)	-3	-10	-4	-6.7	-1.8	4	-3.7	0.2	3	-1.1	6
CC1(c2ccc3ccccc3c2)NC(=O)NC1=O (stereo unspecified)	4	9	-1	-0.2	-0.9	10	0.1	0.8	3	-0.9	2
CCOC(=O)C(=O)Nc1cc(C)nn1-c1nc2ccccc2[nH]1	4	0	-5	3.4	-0.7	-2	0.7	0.2	3	1.3	-4
O=C(Cn1nc(-c2ccc3c(c2)OCCO3)ccc1=O)Nc1ccc(-n2cnnn2)cc1	-3	-4	1	-0.2	-0.6	2	0.3	-1.1	3	1.6	2
COc1cc(/C=N/NC(=O)C2C3CCCCC32C)cc(Br)c1O (stereo unspecified)	-1	-27	-26	1.4	-1.3	7	0.4	-1.8	-2	0.4	-67
Cc1ccc(NC(=O)CN(C)CC(=O)Nc2ccc3c(c2)OCO3)cc1	-4	8	3	-2.2	-0.9	-7	-1.2	-0.1	3	1.4	2
